Assay outcomes from PubChem BioAssay.
NS5 inhibitors = Dengue-2 NS5 methyltransferase inhibitors, primary screen, biochemical, confirmation dose response (AID 588689) | Dengue-2 NS5 methyltransferase capping enzyme assay, biochemical; higher % means a stronger effect | hit rate 0.3% among 340,000 | inhibition, % at 25 µM; hits with a dose series show IC50 in µM; in the data active = a potency from the dose series; inconclusive = inhibition above about 29% without an active follow-up result
West Nile antiviral = West Nile virus antiviral activity, cell-based, CPE readout (AID 1621). CPE inhibition, % at 10 µM, or IC50 in µM where a hit was titrated. hit rate 0.02% among 290,000. West Nile virus-infected cells, CPE inhibition; higher % means a stronger effect; in the data active = a potency from the dose series; inconclusive = CPE inhibition mostly from about 3.7% at the one dose, without a potency; inactive = the rest, 99 in 100 with CPE inhibition below about 2.2%; note: strong numbers were not always called active
T cell modulator = T cell immune modulators affecting CD8 T cell-vesicle binding; 2C CD8+ T cell-vesicle binding, flow cytometry; active compounds read low; calls only at 7 µM; hit rate 0.068% among 330,000; AID 2052;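 active = response, share of CD8 T cells binding vesicles, and their 90th percentile fluorescence all below set limits, cut at about 80% in these data, passing the limit was not always enough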
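Also added: QL9-peptide-loaded Drosophila micro-vesicles bearing Ld, ICAM-1 and B7-1; Test system: purified 2C TCR transgenic mouse naive CD8+ T cells; Measured by: cytometric PE anti-B7-1 and Alexa647 anti-CD8 signals after 1% paraformaldehyde fixation; Timing: binding step 1.5 h, 37 °C, antibody labelling 20 min, ice.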
RSV antiviral HEp-2 = RSV antiviral activity via CPE protection, HEp-2 cells, primary 10 µM value included (AID 2391); hit rate 0.13% among 310,000; HEp-2 cells, RSV-induced CPE inhibition; higher % means a stronger effect; CPE inhibition, % at 10 µM; hits with a dose series show IC50 in µM; in the data active = a potency from the dose series; inconclusive = CPE inhibition mostly from about 23% at the one dose, without a potency; inactive = the rest, 99 in 100 with CPE inhibition below about 21%; note: strong numbers were not always called active
K1F lysis inhibition = protection from phage-mediated lysis, alamar blue read-out – E. coli UTI89, K1F phage, bacterial capsule biogenesis inhibitors (AID 488966); E. coli UTI89 K1F phage lysis, alamar blue, 2 h; higher % means a stronger effect; inhibition, % at 100 µM, or IC50 in µM where a hit was titrated; hit rate 0.02% among 340,000;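 active = phage lysis inhibition, versus mean bacterial control, above a set limit; inconclusive = no clear call, values can overlap the other calls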;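 note: capsule biogenesis inhibitors block K1F phage lysis so surviving cells raise fluorescence; higher fluorescence means more inhibition of phage lysis; actives were called in the ten point dose series up to 300 µM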
Rac1 GTP hydrolysis = MgcRacGAP GTPase-activating activity inhibitors, confirmation, biochemical, ADP Hunter fluorescence; AID 624330; inhibition, % at 30 µM, or IC50 in µM where a hit was titrated; MgcRacGAP-stimulated Rac1 GTP hydrolysis, ADP Hunter fluorescence; higher % means a stronger effect; GST-tagged Rac1 F28L mutant substrate; hit rate 0.6% among 340,000;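 active = first-screen hits whose inhibition reached a set limit at any dose in the follow-up dose series; inconclusive = inhibition above the set first-screen limit but never retested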;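 note: fluorescence reports GDP produced by GAP-driven GTP hydrolysis; strong numbers were not always called active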
SV40 large T antigen = SV40 large T antigen inhibitors, biochemical (AID 1903) | SV40 large T antigen ATPase/helicase inhibition assay; higher % means a stronger effect | hit rate 0.39% among 310,000 | one-dose inhibition, % at 20 µM; IC50 in µM for titrated hits; in the data active = a potency from the dose series; inconclusive = inhibition mostly from about 32% at the one dose, without a potency; inactive = the rest, 99 in 100 with inhibition below about 32%; note: strong numbers were not always called active
PhoP inhibition = PhoP-dependent GFP reporter repression – Salmonella Typhimurium, primary screen (AID 1863); hit rate 0.16% among 300,000; inhibition, % at 50 µM, or IC50 in µM where a hit was titrated; S. Typhimurium PhoP-regulated promoter GFP reporter, 4 h; higher % means a stronger effect;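 active = inhibition over 29.93%, a cutoff 3 SD above the screen mean, later confirmed by dose response; inconclusive = inhibition over 29.93% but no dose response follow-up; inactive = inhibition at most 29.93% or unconfirmed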;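 note: 0% = low Mg2+ inducing control and 100% = high Mg2+ repressing control; strong numbers were not always called active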
NTR1 agonist = NTR1-driven beta-arrestin-GFP spot formation – imaging, U2OS cells, high content, primary screen (AID 493036) | P30989 | activation, % at 20 µM | agonist mode | hit rate 0.17% among 330,000;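 active = activation at or above 40% of the spot to cytoplasm intensity ratio, with at least 20 cells analyzed; inconclusive = wells under 20 cells, flagged as cytotoxic or low count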;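 note: 0% = DMSO without peptide and 100% = 100 nM NTR1 peptide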
Target sequence (P30989 whole entry, looked up): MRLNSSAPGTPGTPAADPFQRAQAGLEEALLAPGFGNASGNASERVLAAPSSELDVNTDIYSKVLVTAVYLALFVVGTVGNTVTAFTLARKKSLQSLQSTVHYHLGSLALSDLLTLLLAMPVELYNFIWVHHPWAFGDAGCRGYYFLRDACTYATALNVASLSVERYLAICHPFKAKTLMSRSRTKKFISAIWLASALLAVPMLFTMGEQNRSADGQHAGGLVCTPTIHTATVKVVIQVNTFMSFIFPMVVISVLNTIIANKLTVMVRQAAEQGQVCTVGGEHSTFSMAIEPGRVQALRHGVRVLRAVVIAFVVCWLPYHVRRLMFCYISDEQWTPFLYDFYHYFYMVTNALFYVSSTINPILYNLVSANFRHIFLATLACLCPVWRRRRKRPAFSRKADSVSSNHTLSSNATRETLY
T cell modulator vesicle-bound % = also measured in T cell modulator; calls as there; double positive events, %; measured here: CD8+ vesicle-bound cell fraction;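 binding gate set so that unloaded-vesicle control wells show 10% double positive cells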
NTR1 agonist cell count 20 µM = also measured in NTR1 agonist; calls as there; cell count; measured here: cell count, cytotoxicity flag
NS5 inhibitors pilot replicate = recorded beside NS5 inhibitors, whose call it bears; inhibition, %; measured here: pilot screen replicate inhibition
Starred values were filed as active, the others as inactive; i = inactive; ? = inconclusive; nt = not tested or not shown; + = active, no number; [ ] = dose if it differs, or a comment. Outcome played no part in choosing rows, and some 1.5% of all compounds hit somewhere here.

SMILES	NS5 inhibitors	West Nile antiviral	T cell modulator	T cell modulator vesicle-bound %	RSV antiviral HEp-2	K1F lysis inhibition	Rac1 GTP hydrolysis	SV40 large T antigen	PhoP inhibition	NTR1 agonist	NTR1 agonist cell count 20 µM	others
Cc1ccc(NC(=S)N(CCN(C)C)Cc2cc3cc(C)cc(C)c3[nH]c2=O)cc1	-3%	-0.5%	i	53	1.2%	5.0%	12%	-55%	19%	-1.7	65
COc1ccc(N2CCN(C(=O)[C@@H](NC(=O)c3cc(OC)cc(OC)c3)C(C)C)CC2)cc1	-7%	-0.4%	i	53	0.3%	0.2%	5%	12%	-12%	-0.4	45
CC1Cc2ccccc2N1C(=O)CCNS(=O)(=O)c1ccc2c(c1)CCC(=O)N2 (centres undefined)	-1%	-0.5%	i	18	0.3%	0.4%	5%	-6%	-6%	1.7	64
COc1ccc(S(=O)(=O)NCc2ccc(C(=O)NCCCN3CCCC(C)C3)cc2)cc1 (centres undefined)	-9%	0.9%	i	31	0.1%	1.2%	7%	11%	-5%	-0.2	44
Cc1ccc(N(Cc2ccccc2)C(=O)c2cccc(F)c2)cc1	7%	-0.9%	i	6	1.7%	0.2%	1%	19%	1%	1.9	80
Cc1cc(C)n(C(=O)COc2ccccc2[N+](=O)[O-])n1	-2%	0.6%	i	33	0.9%	0.7%	6%	8%	-2%	0.5	54
COCCNC(=O)COc1ccc(Nc2ccccc2)cc1	3%	0.5%	i	23	1.0%	0.1%	48µM*	32%	-13%	3.7	62
O=C(O)CCn1cc(C(=O)O)c(-c2ccccc2)n1	-1%	-0.7%	i	50	0.3%	0.8%	9%	5%	3%	0.0	54
O=C(NCc1ccco1)c1ccc(S(=O)(=O)N2CCCc3ccccc32)cc1	-10%	1.9%	i	14	21%	5.9%	0%	32%	6%	1.7	57
CCOC(=O)C(=NC1CCS(=O)(=O)C1)NNc1ccc(Br)cc1 (centres undefined)	-4%	-0.1%	i	11	1.1%	0.9%	-7%	23%	5%	1.5	36
Cc1ccc(S(=O)(=O)N(C)CC(=O)NCC(=O)Nc2ccc(F)c(F)c2F)cc1	-5%	nt	i	32	nt	-2.3%	3%	nt	nt	0.5	53
CC1CN(C(=O)COC(=O)c2ccc(Cl)c(S(=O)(=O)N3CCCCC3)c2)CC(C)O1 (centres undefined)	-4%	0.3%	i	64	0.0%	-0.4%	9%	8%	5%	0.3	52
CC(C)CCN1C(=O)c2ccc(-c3nc4ccccc4c(=O)o3)cc2C1=O	4%	-0.1%	i	9	5.8%	1.4%	6%	2%	3%	2.7	47
Cc1ccnc(NC(=O)c2sc3cc(Cl)ccc3c2Cl)c1	-8%	-0.4%	i	54	1.2%	2.0%	10%	-4%	-13%	-0.2	37
COc1ccccc1NS(=O)(=O)c1cccc(NC(=O)c2nc3nc(C)cc(C)n3n2)c1	3%	0.0%	i	28	9.9%	-0.3%	7%	7%	-3%	1.4	53
Cc1ccc(S(=O)(=O)N2CCOCC2)cc1NC(=O)Cn1cc(C(F)(F)F)cc(Cl)c1=O	-2%	0.3%	i	54	1.5%	0.2%	3%	11%	-9%	-0.1	58
O=C(NCC(c1cccnc1)N1CCOCC1)C1CCCCC1 (centres undefined)	-7%	-0.2%	i	22	0.6%	3.8%	1%	0%	-4%	-0.6	85
COC(=O)C1=C(N)Oc2cc(C)n(C)c(=O)c2C1c1ccc(Cl)c(Cl)c1 (centres undefined)	5%	-0.1%	i	14	-1.5%	2.3%	9%	7%	-7%	4.5	46
CN(C)CCCNC(=O)N1c2ccccc2C=Cc2ccccc21	-7%	-0.3%	i	57	2.9%	-0.3%	18%	7%	-6%	-0.4	71
CC(C(=O)N1CCN(C(=O)c2ccco2)CC1)N1C(=O)NC2(CCCCC2C)C1=O (centres undefined)	5%	nt	i	55	0.2%	0.3%[50 µM]	5%	nt	nt	-0.4	65

Reprinted from the part before: 2 compounds, followed by the next part.
SMILES	NS5 inhibitors	West Nile antiviral	T cell modulator	T cell modulator vesicle-bound %	RSV antiviral HEp-2	K1F lysis inhibition	Rac1 GTP hydrolysis	SV40 large T antigen	PhoP inhibition	NTR1 agonist	NTR1 agonist cell count 20 µM	others
CN(C)CCCNC(=O)N1c2ccccc2C=Cc2ccccc21	-7%	-0.3%	i	57	2.9%	-0.3%	18%	7%	-6%	-0.4	71
CC(C(=O)N1CCN(C(=O)c2ccco2)CC1)N1C(=O)NC2(CCCCC2C)C1=O (centres undefined)	5%	nt	i	55	0.2%	0.3%[50 µM]	5%	nt	nt	-0.4	65
COc1ccc(C(C(=O)NCc2ccccc2)N(Cc2cccs2)C(=O)c2cnccn2)cc1 (centres undefined)	-1%	-1.0%	i	43	-0.4%	-0.4%	0%	21%	1%	2.1	90
Cc1cc(C)nc(Nc2nc(=O)c3ccccc3s2)n1	-7%	0.1%	i	48	-1.1%	-0.3%	22%	19%	-2%	2.2	48
COc1cc(OC)nc(NC(=O)NS(=O)(=O)c2ccc(OC(F)(F)F)cc2)n1	-2%	0.2%	i	52	0.2%	-2.0%	8%	4%	13%	-0.1	58
COCc1c(Br)c(C)nc2sc3c(=O)[nH]nnc3c12	-6%	-0.6%	i	26	6.9%	0.4%	3%	1%	-5%	0.0	70
O=S(=O)(c1ccc(Cl)c2ccccc12)N1CCCC1	-6%	-0.1%	i	62	1.6%	-3.8%	1%	5%	8%	4.8	64
CC(C)NC[C@H](O)COc1ccc(CC(N)=O)cc1	-7%	nt	i	61	-0.1%	5.0%	0%	18%	4%	0.3	48
CCOC(=O)C1CCCN(C(=O)COc2ccc(N(C)S(=O)(=O)c3ccc(F)cc3)cc2)C1 (centres undefined)	-7%	0.2%	i	44	1.1%	0.0%	8%	14%	-4%	0.0	65
COc1ccc(Cl)cc1S(=O)(=O)n1cnc2ccccc21	-4%	0.2%	i	44	0.1%	0.0%	10%	nt	-6%	4.2	51
O=C(NNC(=O)c1ccc(O)cc1O)c1ccc(Cl)cc1	-1%	0.1%	i	31	0.6%	0.1%	10%	-1%	4%	-0.6	47
COc1ccc(C2CC(C)(c3ccc(OC)cc3OC)Nc3ccccc3N2)c(OC)c1 (centres undefined)	2%	-0.2%	+	3.3*	13%	0.3%	5%	3%	-2%	12	60
CCOc1ccc(C(=O)COC(=O)CNC(=O)C2CCCCC2)cc1	0%	nt	nt	nt	7.5%	0.6%[50 µM]	8%	nt	nt	1.5	96
O=C(O)CSc1nc2ccccc2n1-c1ccccc1	1%	0.6%	i	49	-1.6%	0.4%	3%	-3%	-5%	2.0	56
CN(Cc1cc(=O)[nH]c2ccccc12)C(=O)c1ccccc1	-2%	nt	i	38	nt	1.2%	-8%	-1%	3%	0.5	82
COc1ccccc1[C@@H]1C(c2cccc(C)c2)=NN(c2ccccc2)[C@H]1C(=O)N1CCOC1=O	-7%	-0.6%	i	30	4.5%	2.2%	1%	-1%	-1%	0.7	50
O/N=C/c1ccccc1OCc1ccccc1F	-6%	-0.1%	i	34	1.3%	3.1%	15%	23%	8%	-0.4	34
Cc1cc(=O)oc2cc(NC(=O)CCOc3ccccc3)ccc12	-3%	-0.5%	i	37	0.6%	-0.2%	5%	1%	10%	-0.9	50
CCOC(=O)c1cccc(NS(=O)(=O)c2ccc(NC(C)=O)cc2)c1	4%	-0.2%	i	57	2.8%	-0.7%	5%	7%	-5%	-0.8	85	NS5 inhibitors pilot replicate=-3.3
Cc1ccc(C(=O)N2CCN(S(=O)(=O)N3CCCCC3)CC2)cc1	3%	0.1%	i	20	2.5%	0.3%	6%	12%	-8%	1.0	46
CCn1cc(C(=O)N[C@H](C)c2ccccc2)c(=O)c2cc(F)c(N3CCN(C)CC3)cc21	2%	?	i	26	5.8%	-0.3%	10%	5%	4%	1.9	51
CSc1nncc(/C(C)=N\Nc2ccccc2C)n1	2%	-0.4%	i	16	5.5%	0.0%	9%	3%	4%	-1.0	32
COc1ccc(Oc2c(-c3ccc(O)cc3O)n[nH]c2C)cc1	-5%	-0.8%	i	18	4.8%	-3.0%	47µM*	18%	-3%	-0.2	72
O=C(NCC1COc2ccccc2O1)c1ccc(Cl)cc1 (centres undefined)	-7%	-0.1%	i	52	2.9%	-0.1%	9%	5%	-5%	-1.4	52
Cc1cccc(OC(=O)c2cccnc2)c1	-1%	-0.1%	i	54	0.5%	0.6%	7%	4%	3%	-0.4	55
COc1ccc(C(=O)N2CCc3cc(OC)c(OC)cc3C2c2ccc(OC)c(OC)c2)cc1 (centres undefined)	-3%	-1.5%	i	18	5.7%	-0.1%[50 µM]	8%	14%	-6%	-0.1	48
CCC(=O)Nc1nc(C)c(-c2csc(Nc3cccc(O)c3)n2)s1	7%	0.4%	i	6	2.5%	0.0%	0%	17%	-3%	20	91
O=C(O)CCCC(=O)Nc1ccc(Cl)c(Cl)c1	-5%	0.1%	i	34	1.6%	1.1%	3%	12%	4%	0.0	70
Cc1cccc(C)c1OCCCn1ccnc1	0%	0.0%	i	43	1.4%	0.1%	26%	-3%	2%	-0.3	65	NS5 inhibitors pilot replicate=0.3
O=C(NCc1cccnc1)C1CCCN(S(=O)(=O)c2ccccc2)C1 (centres undefined)	-1%	-0.1%	i	34	-0.6%	1.0%	-1%	4%	2%	0.7	57
O=[N+]([O-])c1ccc(NCc2ccncc2)cc1	-4%	-0.2%	i	65	1.2%	0.2%	11%	7%	0%	-0.1	101
CCCc1nc2ccccc2c(C(=O)OC(C)C(=O)NCc2ccc3c(c2)OCO3)c1CC (centres undefined)	-9%	-0.1%	i	24	11%	3.1%	5%	3%	-7%	10	66
CCOC(=O)c1nc(N)c(=O)n(-c2ccc(C)cc2)n1	-2%	-0.1%	i	31	0.2%	0.7%	2%	5%	-4%	-1.1	66
COc1c(Cl)cc(Cl)cc1CNCCNCCO	-5%	-0.6%	i	66	-1.5%	-1.0%	4%	24%	10%	-0.6	64
O=c1oc2ccccc2cc1-c1csc(Nc2nc3ccc(F)cc3s2)n1	nt	-1.2%	i	54	10%	nt	nt	12%	-13%	2.6	43
Cc1ccc(C)c(N(CC(=O)NC2CCCC2)C(=O)c2cc3cc4cc(C)ccc4nc3s2)c1	1%	-0.1%	i	62	-0.8%	0.9%	0%	19%	15%	1.4	58
